# Compound activity: PubChem, several laboratories
# HCV core dimer: inhibitors of HCV core protein dimerization, primary screen, biochemical, TR-FRET, high-throughput; inhibition, % at 5 µM; hit rate 0.33% among 300,000; AID 1899, 2009; TR-FRET GST/Flag-core106 dimerization, 1536-well;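 active = inhibition above the mean of all tested compounds plus 3 SD, set per screening campaign, cut at about 45% in these data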
#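 Test system: GST/Flag-tagged HCV core106 proteins; Medium: KF-containing HEPES buffer, pH 7.45, DTT, CHAPS, BSA; Times: compound-protein-antibody incubation 4 h at 22.5 °C; Detection: TR-FRET 671 and 617 nm emission; Benchmarks: wells lacking GST-core106 and wells with excess unlabelled core106.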
# VLA-4 inh: inhibition in human VLA-4 binding assay, primary screen, VLA-4 allosteric modulator project, MLPCN library, flow cytometry, VLA-4 expressing cells; Integrin alpha-4 (Homo sapiens), P13612; ligand binding flow cytometry; inhibition, % (about 7 µM as worked out from the volumes in the protocol); hit rate 0.2% among 330,000; AID 2557, 2010; in the data active = inhibition above about 50%
# PP1 inh: PP1-alpha phosphatase inhibitors, primary screen, counter-screen for PP5 inhibitor project, biochemical, fluorescence, OMFP substrate, single point; Serine/threonine-protein phosphatase PP1-alpha catalytic subunit (Homo sapiens), P62136; purified PP1alpha; inhibition, % at 6.7 µM; hit rate 0.9% among 320,000;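 active = inhibition above the mean inhibition of all tested compounds plus 3 SD, computed separately for each screening campaign, cut at about 15% in these data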
# JMJD2C inh: inhibitors of GASC-1 histone demethylase, primary screen, biochemical, fluorescence, DELFIA europium. hit rate 0.069% among 330,000. Lysine-specific demethylase 4C (Homo sapiens), Q9H3R0. GST-JMJD2C(1-420) H3K9me3 demethylation. inhibition, % at 2.35 µM;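 active = more than half of a compound's replicate wells show inhibition beyond 50%, single wells judged on their own value; inconclusive = some, but no more than half, of replicates pass 50% inhibition; inactive = no replicate passes 50% inhibition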;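 note: signal counts dimethyl H3K9 product captured on neutravidin plate; 0% = median of DMSO wells and 100% = 0.3 times that DMSO median; strong numbers were not always called active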
# Target sequence (Q9H3R0 1-420 limits assumed): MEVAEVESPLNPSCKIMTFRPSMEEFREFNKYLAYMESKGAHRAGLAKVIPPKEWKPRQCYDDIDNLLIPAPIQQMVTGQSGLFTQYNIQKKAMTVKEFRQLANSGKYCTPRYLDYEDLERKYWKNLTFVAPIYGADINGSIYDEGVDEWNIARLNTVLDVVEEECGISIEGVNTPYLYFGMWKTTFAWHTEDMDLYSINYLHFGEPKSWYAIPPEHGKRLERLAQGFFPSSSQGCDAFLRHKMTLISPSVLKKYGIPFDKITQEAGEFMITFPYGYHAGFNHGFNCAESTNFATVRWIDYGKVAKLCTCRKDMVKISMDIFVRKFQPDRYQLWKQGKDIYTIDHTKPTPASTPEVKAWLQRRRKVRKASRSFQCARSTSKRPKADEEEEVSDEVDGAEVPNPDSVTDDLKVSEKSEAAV
# PP5 inh: PP5 phosphatase inhibitors, primary screen, biochemical, fluorescence | inhibition, % at 6.7 µM | AID 1987, 2009 | hit rate 0.18% among 320,000 | purified PP5c, OMFP substrate fluorescence | Serine/threonine-protein phosphatase 5 (Homo sapiens), P53041;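 active = inhibition above the campaign's mean inhibition across all tested compounds plus 3 SD, cut at about 9.5% in these data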;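 note: 0% = DMSO only and 100% = 100 µM cantharidin control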
# CTSL1 counter: Fasciola hepatica cathepsin L1 inhibitors, primary screen, counter-screen for PFM18AAP inhibitor project, biochemical, QFRET, fluorogenic peptide substrate; recombinant F. hepatica cathepsin L1, Z-Leu-Arg-MCA fluorescence; inhibition, % at 5.96 µM; hit rate 0.49% among 300,000;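 active = inhibition above the mean of all tested compounds plus 3 SD, set per screening campaign, cut at about 17% in these data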;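 note: 0% = plate median of test compound wells and 100% = 1 µM Z-Phe-Ala-diazomethylketone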
# proCasp3 act: activators of human procaspase-3 D3A mutant, primary screen, biochemical, absorbance, PC-3 D3A mutant, single concentration | AID 463141, 2010 | Caspase-3 (Homo sapiens), P42574 | activation, % at 8.5 µM | recombinant procaspase-3 D3A, Ac-DEVD-pNA absorbance 405 nm | hit rate 0.11% among 330,000;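 active = activation above the mean of all tested compounds plus 3 SD, cut at about 21% in these data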;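 note: 0% = DMSO alone and 100% = DMSO wells spiked with extra 5 µM PC-3 D3A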
# Target sequence (P42574 whole entry D9A/D28A/D175A): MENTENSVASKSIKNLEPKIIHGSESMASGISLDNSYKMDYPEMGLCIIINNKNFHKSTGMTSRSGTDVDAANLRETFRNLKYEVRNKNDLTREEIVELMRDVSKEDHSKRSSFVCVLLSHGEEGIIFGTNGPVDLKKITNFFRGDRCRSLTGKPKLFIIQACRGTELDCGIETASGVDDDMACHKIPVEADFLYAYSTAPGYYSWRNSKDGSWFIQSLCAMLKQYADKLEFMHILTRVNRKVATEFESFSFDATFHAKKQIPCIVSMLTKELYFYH
#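 Test system: Procaspase-3 D3A mutant; medium: Zinc-free HEPES/NaCl buffer with 0.01% Triton X-100 at pH 7.4; reagent: DEVD-pNA substrate; doses: one concentration, 8.5 µM nominal, 0.8% DMSO; times: 1 h preincubation plus 2 h reaction at 25 °C; signal: Epi-absorbance at 405 nm of released p-nitroaniline, 0 and 120 min; replicates: singlicate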
# procasp7 counter: procaspase-7 activators, primary screen, counter-screen for procaspase-3 activator project, biochemical, absorbance, HTS, human; hit rate 0.093% among 330,000; AID 463210, 2010; activation, % at 8.5 µM; recombinant procaspase-7, Ac-DEVD-pNA absorbance 405 nm; D23A/D198A/D206A triple mutant, cannot self-cleave; scale: DMSO 0, 5 µM enzyme 100;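 active = percent activation above the screen-wide mean plus 3 SD, cut at about 25% in these data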
# Target sequence (P55210 whole entry D23A/D198A/D206A): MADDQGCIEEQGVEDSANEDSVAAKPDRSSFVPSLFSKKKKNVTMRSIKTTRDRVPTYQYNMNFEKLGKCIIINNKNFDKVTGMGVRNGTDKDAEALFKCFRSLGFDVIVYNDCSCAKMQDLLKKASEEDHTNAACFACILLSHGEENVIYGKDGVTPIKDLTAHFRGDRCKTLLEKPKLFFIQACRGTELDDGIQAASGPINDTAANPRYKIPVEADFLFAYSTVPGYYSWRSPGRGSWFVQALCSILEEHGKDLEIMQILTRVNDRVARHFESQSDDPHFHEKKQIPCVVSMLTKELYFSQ
#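 Replicates: singlicate. Assay system: Procaspase-7 triple mutant (PC-7 D3A). Signal: 405 nm absorbance of p-nitroaniline. Times: 1 h preincubation, 2 h reaction. Buffer or medium: Zinc-free HEPES pH 7.4 with 300 mM NaCl, 0.01% Triton X-100. Also added: DEVD-pNA substrate. Benchmarks: DMSO wells as 0%, DMSO with 5 µM added PC-7 as 100%.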
# GRK2 inh: compounds blocking aptamer binding on GRK2 – biochemical, human GRK2, bead flow cytometry, HTS, primary screen; FAM-aptamer displacement from GRK2; inhibition of aptamer binding, % at 10 µM; hit rate 0.59% among 330,000; AID 488847, 2010;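 active = inhibition of aptamer binding above 40%, roughly 3 SD of noise, on plates passing a quality check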;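 note: median bead fluorescence of bound FAM aptamer so fluorescent compounds give negative values; no value below 0 was filed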
# Active calls of the source: *; i = inactive; ? = inconclusive; nt = no result given; & = joins results of further samples.
Compound	HCV core dimer	VLA-4 inh	PP1 inh	JMJD2C inh	PP5 inh	CTSL1 counter	proCasp3 act	procasp7 counter	GRK2 inh
CN1CCN(S(=O)(=O)c2cccc(C(=O)NC3(C)CCS(=O)(=O)C3)c2)CC1 (stereo not drawn)	nt	-3	-3	12	3.5	nt	0	1	0
COC(=O)CCCC(=O)NC1CCCc2c1cnn2-c1ccc(F)cc1F (stereo not drawn)	6	-4	-1	-2	-3.2	2	7	3	0
COc1ccc(NC(=O)c2nc(-n3nc(C)cc3C)ccc2Cl)cc1Cl	4	5	2	1	-0.7	2	-4	-4	0
COc1cccc(CNC(=S)Nc2cccc(Cl)c2C)c1	8	2	-2	10	1.5	-3	0	-3	2
COCCN(CCOC)c1nc(-c2ccc(C)cc2)nc2ccccc12	1	9	2	5	3.0	2	0	10	nt
COc1ccc(/C=N/NC(=O)C(C)Sc2ccccn2)cc1[N+](=O)[O-] (stereo not drawn)	-1	11	-3	-10	4.2	0	4	3	0
CS(=O)(=O)N(Cc1cc2ccccc2[nH]c1=O)C1CCCCC1	3	1	-1	-15	3.2	2	4	-2	0
Cc1nc(N2CCN(c3ccccn3)CC2)c2c(C)c(C(=O)Nc3ccc(F)cc3Cl)sc2n1	15	-6	4	-3	0.0	5	-3	2	0
COCCCNC(=O)c1cc2c(-c3ccc(Cl)cc3)nn(C)c2s1	9	-5	4	4	2.8	5	-1	-5	1
Cc1nn(CC(=O)N(C)Cc2ccccc2)c(=O)c2cccn12	-9	-8	0	5	0.9	-9	9	5	6
CCC1=C(OC(=O)N(CC)CC)N2C(=O)OC(=NCC3CC3)[C@]2(C)[C@H]2C1=CC[C@H]1C(=O)N(CC)C(=O)[C@H]12	-12	nt	-4	nt	-1.2	-4	6	2	nt
COc1cccc(OCc2nnc(SCC(=O)OC3CCCCC3)n2C)c1	-2	-3	1	0	-0.5	1	2	-3	1
COc1ccc(C(=O)N2CCC(n3nccc3NC(=O)C3CC3)CC2)c(OC)c1OC	-8	9	-2	4	-1.2	2	1	3	0
O=C(CC12CC3CC(CC(C3)C1)C2)Nc1ccc2c(c1)COC2=O	-1	4	1	5	2.1	3	6	5	0
COc1ccccc1NC(=O)c1sc2nc(C)cc(C)c2c1N	3	-3	0	-4	-0.5	1	-15	-2	0
CCCc1cc2c(=O)c(-c3ccc4c(c3)OCCO4)coc2cc1OS(C)(=O)=O	1	12	2	-5	6.2	1	-7	-6	3
CC(C)CCNC(=O)CCSCCC(=O)NCCC(C)C	-5	-9	2	-16	1.6	-1	14	8	4
O=C(NCc1ccco1)C1CCN(C(=O)c2cc3sccc3n2Cc2ccc(F)cc2)CC1	6	18	3	-7&13	3.7	-2	0	-1	4
Cc1ccc(C)c(NC(=O)c2cc3c([nH]c4ccccc43)c(C)n2)c1	8	14	-5	5	0.3	-1	2	15	5
O=C(CN1C(=O)NC2(CCc3ccccc3C2)C1=O)NCc1ccco1 (stereo not drawn)	1	-5	-2	9	-2.7	0	1	2	4

# Two records drawn at random from the list so far, as already listed:
Compound	HCV core dimer	VLA-4 inh	PP1 inh	JMJD2C inh	PP5 inh	CTSL1 counter	proCasp3 act	procasp7 counter	GRK2 inh
O=C(CC12CC3CC(CC(C3)C1)C2)Nc1ccc2c(c1)COC2=O	-1	4	1	5	2.1	3	6	5	0
CCCc1cc2c(=O)c(-c3ccc4c(c3)OCCO4)coc2cc1OS(C)(=O)=O	1	12	2	-5	6.2	1	-7	-6	3

# (list continues)
Compound	HCV core dimer	VLA-4 inh	PP1 inh	JMJD2C inh	PP5 inh	CTSL1 counter	proCasp3 act	procasp7 counter	GRK2 inh
COCCNC(=O)C1(S(=O)(=O)c2ccccc2)CC=CC1	-6	0	-4	2	0.1	-1	1	7	0
CCCCNC(=O)c1ccc(NC(=O)CC2SC(N3CCCC3)=NC2=O)cc1 (stereo not drawn)	nt	3	0	1	2.0	nt	8	-3	3
CCOc1ccccc1/C=N/NC(=O)C[n+]1ccccc1	nt	7	6	-2	0.6	nt	9	-3	2
CNC(=O)c1oc(-c2ccc(Cl)cc2)nc1C	2	6	-7	15	0.4	4	9	2	0
Cc1ccc(C(=O)NCC(c2ccco2)N2CCCCC2)s1 (stereo not drawn)	nt	-15	2	18	2.9	nt	-10	-2	0
O=C(NC(=S)NC1CCS(=O)(=O)C1)c1cccs1 (stereo not drawn)	-4	6	-1	-1	-2.9	3	-10	0	0
O=C(NCc1cccs1)C1CCCN1C(=O)Nc1ccccc1Cl (stereo not drawn)	3	-1	2	-8	-0.7	1	1	-6	0
COc1ccc2nc(Nc3nc4cc5c(cc4s3)OCO5)sc2c1	-9	2	-2	-10	4.3	3	69*	7	13
CCN(CC)CCn1c2c(c(SCC(=O)Nc3ccc(C)c(F)c3)nc1=O)CCC2	1	-46	-2	7	-2.5	-8	-5	4	0
O=C1CN(C(=O)COc2ccccc2F)c2ccccc2N1	-5	-1	1	-3	0.7	-2	10	-5	9
CC(/C=N/N1CCN(c2ccccc2)CC1)=C\c1ccco1	3	13	2	-17	0.5	3	3	-14	0
CCCCC(=O)Nc1ccc(C(=O)NNC(=O)CCc2ccccc2)cc1	5	4	2	?	2.2	-2	-7	1	6
O=C(O)C1=C[C@@H](C2CCCCC2)C[C@@H](OCc2ccc(CO)cc2)O1	-10	-4	0	3	0.3	-4	2	-4	1
COCC(C)NC(=O)/C(=C/c1ccccc1)c1ccccc1 (stereo not drawn)	-12	23	2	-3	1.5	-2	5	0	7
CCN(c1ccccc1)S(=O)(=O)c1ccc2c(c1)N(C(C)=O)CCS2	-8	9	-4	-4	1.8	-6	7	-3	0
C=CCNC(=O)NC(=O)Cn1c(=O)c2c(ncn2CC)n(Cc2ccccc2)c1=O	-12	6	2	-16	0.1	-1	0	8	1
COC(=O)c1ccc(Oc2coc3cc(OCc4cnn(-c5ccccc5)c4)ccc3c2=O)cc1	34	2	-4	4	-1.2	1	6	8	0
CC(=O)Nc1ccc2c(c1)ncn2-c1ccccc1	2	-1	-4	2	-1.0	-7	-6	4	0
COc1ccc(/C=C(/NC(=O)c2ccccc2Cl)C(=O)NCCCC(=O)O)cc1	-3	-5	-5	-3	0.3	1	0	-5	1
COC(=O)CC1C(=O)NCCN1C(=O)CSc1nnc(Nc2ccc(OC)cc2)s1 (stereo not drawn)	-4	22	-2	10	0.5	-1	-1	-1	1
C/C(=N\NC(=O)c1nn(C)cc1Cl)c1ccncc1	-9	-2	-1	-9	1.3	1	5	-11	3
CC(=O)N/C(=N\c1nc(C)cc(C)n1)Nc1ccc2ccccc2c1	-12	-7	-4	7	0.7	6	-2	-16	0
COC(=O)CN(c1ccc(OCc2ccccc2)cc1)S(C)(=O)=O	13	10	-1	3	-0.6	0	-12	7	0
Cc1ccc(CNC(=O)CCCCCNc2nc(=S)[nH]c3ccccc23)cc1	4	-8	2	-14	0.8	-1	5	11	0
O=S1(=O)CC=C(CSC(=S)NC2CCS(=O)(=O)C2)C1 (stereo not drawn)	-3	8	-3	-4	3.6	-1	-10	-3	0
COc1ccc2nc(C)cc(Nc3cccc(C(=O)O)c3)c2c1	9	-8	2	-2	-1.1	3	6	-6	0
CCN(C1CCCCC1)S(=O)(=O)c1c(C)n(C)c(=O)n(C)c1=O	-1	-16	-4	4	0.5	-3	-10	9	5
Cc1ccc(C(=O)NC(=S)NCC2CCCO2)cc1[N+](=O)[O-] (stereo not drawn)	-6	-5	-5	-1	-2.2	6	9	-3	0
COc1ccc(-c2cc(C(=O)N3CCc4ccccc4C3)no2)cc1	0	1	4	10	4.4	3	-2	9	3
CCOC(=O)C(C)Sc1nnc(Cc2cc(=O)[nH]c(=O)[nH]2)n1-c1cccc(OC)c1 (stereo not drawn)	2	34	-2	0	2.4	0	-3	-9	0
O=C(COC(=O)c1ccccc1OCc1ccccc1Cl)NC1CC1	3	5	-1	2	-1.1	-4	4	7	5
Cc1cc2c(ncn2Cc2ccccc2)c([N+](=O)[O-])c1C	-4	-7	-1	5	0.8	0	3	11	3
Cc1nc(-c2ccc([N+](=O)[O-])cc2)c(-c2ccccc2)o1	1	3	1	-1	2.9	-18	-6	3	5
COc1ccccc1-n1cnc(N)c1C(=O)c1ccccc1	-5	-5	-9	-1	1.3	19*	-12	-9	0
O=C(Cc1cscn1)c1ccc(O)cc1O	0	4	-7	nt	0.8	1	-4	5	1
CCSc1nnc(Cc2cc(=O)[nH]c(=O)[nH]2)n1-c1ccc(F)cc1	-1	13	-4	-15	-1.4	3	-4	12	1
Cc1nc2sc(C(c3cccc(F)c3)N3CCCCC3)c(O)n2n1 (stereo not drawn)	7	4	-6	4	1.9	-4	-8	-3	2
COC(=O)[C@@H]1C(c2c(OC)cc(OC)cc2OC)=NO[C@H]1C(=O)OC	-1	-1	-4	-7	0.3	-6	-1	-3	0
COc1ccc(-c2nc3c4ccccc4[nH]c(=O)n3n2)cc1	1	-3	-1	1	1.9	-3	-5	11	2
COc1ccc(C(CC(=O)Nc2ccc(F)cc2)c2ccccc2)cc1 (stereo not drawn)	-2	-3	3	0	2.4	-2	0	3	1
CCCN1C(=O)/C(=C/c2ccc(N3CCCC3)c(C)c2)NC1=S	-4	i	1	-3	-2.5	1	-1	-9	23
CCOC(=O)N1CCN(C(=O)CSc2nc(CC)nc3c2c(=O)n(C)c(=O)n3C)CC1	-2	-2	-3	-1	0.2	-2	-2	2	3
COc1ccccc1C(=O)Oc1ccccc1C(=O)Nc1ccccc1	3	-3	-6	4	0.0	-1	-1	-3	0
Cc1cccc(C(=O)NNC(=O)CCC(=O)Nc2cccc(Cl)c2C)c1	4	14	-2	-1	-2.9	2	-6	-1	3
Cc1cc(C(=O)CSc2nnnn2-c2ccccc2)c(C)n1CC1CCCO1 (stereo not drawn)	9	0	3	2	1.7	1	10	-4	0
